Source: PubChem (Fisher Drug Discovery Resource Center)
mcGAS inh – inhibitors of mouse cGAS | recombinant cGAS, Kinase-Glo ATP depletion luminescence | 0.15% of 160,000 active | inhibition, % at 12.5 µM | Q8C6L5;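 further: 0% = negative control wells and 100% = reference inhibitor with no enzyme activity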
NPYLR7 agonist – mosquito NPYLR7 agonism; 0.15% of 270,000 active; activation, % at 10 µM; HEK293T NPYLR7/Galpha15, GCaMP6s calcium fluorescence; in the data active means activation above about 40%;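 further: 0% = vehicle and 100% = reference agonist at the receptor; some compounds past the cut are filed as inactive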
hcGAS inh – inhibitors of human cGAS. recombinant h-cGAS, ATP depletion, Kinase-Glo luminescence. AID 1259398. inhibition, % at 12.5 µM. Q8N884. 0.081% of 290,000 active;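 further: 0% = vehicle reaction and 100% = reaction without DNA for no activity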
Target sequence (Q8N884 whole entry, looked up): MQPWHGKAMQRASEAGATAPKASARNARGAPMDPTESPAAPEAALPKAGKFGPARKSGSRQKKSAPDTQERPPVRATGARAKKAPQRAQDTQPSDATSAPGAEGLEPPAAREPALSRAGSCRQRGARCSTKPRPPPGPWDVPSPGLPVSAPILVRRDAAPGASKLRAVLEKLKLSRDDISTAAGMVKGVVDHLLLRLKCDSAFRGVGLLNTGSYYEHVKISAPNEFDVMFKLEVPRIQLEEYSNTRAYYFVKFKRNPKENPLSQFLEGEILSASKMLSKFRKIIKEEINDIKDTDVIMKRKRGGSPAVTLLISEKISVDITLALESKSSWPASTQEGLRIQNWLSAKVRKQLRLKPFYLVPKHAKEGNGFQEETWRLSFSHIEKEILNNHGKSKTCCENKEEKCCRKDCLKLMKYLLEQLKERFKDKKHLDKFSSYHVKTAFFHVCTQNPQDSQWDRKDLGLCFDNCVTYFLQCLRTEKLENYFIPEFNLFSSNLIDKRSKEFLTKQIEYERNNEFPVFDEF
* hit, by the source's call; / = no result given; & = joins results of further samples. Unless noted, no stated cut-off is given here; in the data, active means inhibition above about 40%; inactive means the rest.

SMILES	mcGAS inh	NPYLR7 agonist	hcGAS inh
COc1ccc(OC)c(-c2csc(NC(=O)c3ccoc3)n2)c1	/	14	-10
CCCN1CCCC1C(=O)N1CCCN(Cc2nccn2C)CC1 (stereo unspecified)	/	8	-6
CC(CO)(NC(=O)NCc1ccccn1)C1CCCCC1 (stereo unspecified)	/	4	6
COc1ccc(OC)c(-c2nc(N)sc2N=Nc2ccc(S(N)(=O)=O)cc2)c1	/	3	-9
Cc1cc([N+](=O)[O-])nn1CC(=O)Nc1ccc(Br)cn1	-8	-3	-3
O=C(c1cc2n(n1)CCN(Cc1cccc(C(F)(F)F)c1)C2=O)N1CCN(C/C=C/c2ccccc2)CC1	-6	7	-1
CN(Cc1cccc(C#N)c1)c1nc2ccccc2o1	-15	15	-10
Cc1nn(C)c(C)c1NC(=O)COc1cccc(C(F)(F)F)c1	/	1	-1
O=C(O)C=Cc1ccsc1	-7	0	0
N=P(N1CCOCC1)(N1CCOCC1)C12CC3CC(CC(C3)C1)C2	/	3	4
Fc1cccc(CC2CN(Cc3cn[nH]c3-c3ccccc3)CCO2)c1 (stereo unspecified)	/	9	-3
COCC(=O)N1CCN(C(=O)c2noc3c2CCCC3)[C@H]2CS(=O)(=O)C[C@H]21	-4	/	-11
CN(Cc1ccc(C(=O)Nc2ccc3c(c2)ncn3C)cc1)C1CCOCC1	-8	2	-9
c1ccc(-c2ccc(C3NCCc4[nH]cnc43)s2)cc1 (stereo unspecified)	-6	-8	-1
Cc1cccc(-n2ncc3c(=O)[nH]c(-n4nc(C)cc4NC(=O)C4CC4)nc32)c1	-7	/	-6
O=c1[nH]c(Cc2cccs2)nc2c(Cl)cc(Cl)cc12	-8	-4&7	-5&-13
CCOCC(O)CN(Cc1ccco1)Cc1c(C)nn(-c2ccccc2)c1Oc1ccc(F)cc1F (stereo unspecified)	-1	-1	-3
COc1ccc(CC(=O)N2CCC[C@@H]2C(=O)NCCNC(=O)c2ccc(OC)cc2)cc1	-3	-1	0
CNC(=O)CN(C)S(=O)(=O)c1cc(F)cc(F)c1	-7	0	-6
COc1ccccc1OCCCn1c(C(C)NC(=O)c2ccco2)nc2ccccc21 (stereo unspecified)	-7	-4	-2
COc1cccc(C(=O)N2C(C(=O)NCC3CCCO3)COC23CCN(C(=O)c2cccc(Cl)c2)CC3)c1 (stereo unspecified)	-4	14	-4
Cc1cccc(Cn2c(=O)c(C(=O)Nc3ccccc3)nn(-c3ccc(Cl)cc3)c2=O)c1	-9	6	-4
O=C(/C=C/C(=O)N1CCCc2ccccc21)Nc1cccnc1	/	0	-12
O=C1CCC(C(=O)NNc2c(F)c(F)cc(F)c2F)=NN1	/	-1	-10
COc1ccc(/C=C2\SC(=S)N(CCc3ccccc3)C2=O)cc1	-4	0	-8

Single records (already shown). Order of screens: mcGAS inh | NPYLR7 agonist | hcGAS inh
`Cc1cc([N+](=O)[O-])nn1CC(=O)Nc1ccc(Br)cn1` across the screens: -8 | -3 | -3
`Fc1cccc(CC2CN(Cc3cn[nH]c3-c3ccccc3)CCO2)c1` (stereo unspecified) across the screens: / | 9 | -3
`O=C1CCC(C(=O)NNc2c(F)c(F)cc(F)c2F)=NN1` across the screens: / | -1 | -10
`O=C(c1cc2n(n1)CCN(Cc1cccc(C(F)(F)F)c1)C2=O)N1CCN(C/C=C/c2ccccc2)CC1` across the screens: -6 | 7 | -1
`CCCN1CCCC1C(=O)N1CCCN(Cc2nccn2C)CC1` (stereo unspecified) across the screens: / | 8 | -6

New compounds follow:
SMILES	mcGAS inh	NPYLR7 agonist	hcGAS inh
CC(NC(=O)Cn1cnc2sc3c(c2c1=O)CCC3)c1cccs1 (stereo unspecified)	/	12	-8
C=CCn1cnc2c(nnn2-c2ccc(C)c(Cl)c2)c1=O	-8	-2	-5
O=C(Nc1nnc(SCC2CC2)s1)C1CCCC1	-4	-5	-4
CCOc1cccc(C(=O)Nc2nnc(SCc3ccc(Cl)cc3Cl)s2)c1	-6	-4	-9
Cc1cc(C(=O)N2CCN(c3ccccc3F)CC2)nc2cc(-c3ccccc3)nn12	-6&-1	-7&1	-6&-2
CC(C)CC(=O)N(CCN1CCOCC1)Cc1nccn1Cc1ccc(F)c(F)c1	-5	6	-7
O=C(c1ccccc1-c1ncc[nH]1)N1CCCC2(C1)C(=O)Nc1ccccc12 (stereo unspecified)	/	0	-1
C=CCn1c2ccccc2n2cc(-c3ccc(OC)cc3)nc12	/	-14	-8
CCS(=O)(=O)Oc1cccc(CN(CC(C)C)C(=O)c2ccc(Cl)cc2)c1	-4	-6	-9
CN1CCN(C(CNC(=O)NCc2ccccc2)c2ccc3c(c2)CCCN3C)CC1 (stereo unspecified)	-8	-7	-4
Cc1cccc(-c2noc(CN(C)C(=O)C(C)(C)NC(=O)c3cccs3)n2)c1	/	-3	3
CCCCCn1c(=O)c2c(nc3n2CC(C)CN3c2ccc(Cl)cc2)n(C)c1=O (stereo unspecified)	-6	7	-1
CCN(C)c1nc(N2CCOCC2)nc2c1CNCC2	-6	/	-21
CCOC(=O)N1CCN(C(=O)c2cc3nc(-c4ccc(OC)cc4)cc(C(F)(F)F)n3n2)CC1	-3	4	-4
CCCC(=O)Nc1nc2c(s1)CC(C)CC2 (stereo unspecified)	/	5	-9
O=C(COc1cccc(Cl)c1)N1CCC(CCc2ccc3c(c2)OCO3)CC1	-9	1	-4
O=C(NC1C2COCC1CN(CC1CC1)C2)C1(c2ccccc2)CC1 (stereo unspecified)	/	25	-9
COc1ccccc1COCC(O)CN(C)C1CCS(=O)(=O)C1 (stereo unspecified)	/	-1	7
CC(C(=O)Nc1ccc(Br)cc1)N1CCN(CC(=O)N2CCCCC2)CC1 (stereo unspecified)	-1	1	3
Cc1cc(C)cc(CSCC(=O)N2CCN3CCNC(=O)C3C2)c1 (stereo unspecified)	/	-2	-2
CC(=O)c1ccc(S(=O)(=O)N(Cc2nnc(-c3ccccc3Br)o2)C2CC2)cc1	/	13	-6
CN(C)CCN(C(=O)c1ccnn1C)c1nc2c(F)cccc2s1	0	/	-1
N#C/C(C(=O)N1CCCCC1)=C1/SC=C(c2ccccc2)N1c1ccccc1	/	-13	-4
CCSc1nn(CC(=O)Nc2cccc(SC)c2)c(N)c1S(=O)(=O)c1ccc(C)cc1	-9	0	-7
CCc1nn2c(N3CCN(c4cccc(C)n4)CC3)cc(C)nc2c1-c1ccccc1	-8	-2	-6
SMILES	mcGAS inh	NPYLR7 agonist	hcGAS inh
CC1CCN(C(=O)COc2coc(CN3CCc4ccccc43)cc2=O)CC1	-9	2	-5
Cc1onc(C(=O)N2CCOCC2)c1[N+](=O)[O-]	-5	7	-3
COC(=O)CCCC(=O)N1CCC2(CCCN(CCC3CCCCC3)C2)C1 (stereo unspecified)	/	5	-8
Nc1nnc(SCC(=O)NC(CF)Cc2ccccc2)s1 (stereo unspecified)	/	2	-7
CCOC(=O)CN1C(=O)NC2NC(=O)NC21 (stereo unspecified)	-3	3	2
O=C(NCCCN1CCOCC1)C(=O)c1ccc(C2CCCCC2)cc1	-5	19	-3
COC(=O)c1cc2n(n1)CCN(C(=O)Cc1ccc(O)c(Cl)c1)C2	/	5	-5
CC(=O)Nc1ccc(NC(=O)CCc2sc(C)nc2-c2cccs2)cc1	-7	/	-6
CCOC(=O)N1C2C=C(C)[C@@H]2[C@@H]2CC(=O)N21 (stereo partly specified)	/	-2	-6
CCc1ccc(-c2nn(-c3cc(N4CCOCC4)ccc3[N+](=O)[O-])c(=O)c3ccccc23)cc1	2	-1	2
NS(=O)(=O)c1ccc(CNC(=O)c2cc(=O)c(OCc3ccccc3)co2)cc1	/	1	-10
COc1ccccc1N=c1scc(-c2ccccc2)n1N1CCOCC1	-8	-7	-9
CCc1cccc(NC2CC3CCC2C3)c1 (stereo unspecified)	/	18	-13
O=C(Nc1ccc([N+](=O)[O-])cc1)c1cc2ccccc2o1	/	12	-9
COC(=O)c1cccc(CSc2nnc(-c3cccc(C)c3)n2-c2ccccc2)c1	-4	/	-4
CCCCNC(=O)c1c(O)nc2sccn2c1=O	-6	-3	-9
CC1CCCC(c2ccccc2)N1CCCN1CCOC1=O (stereo unspecified)	/	3	4
O=C1c2cccc3cccc(c23)C(=O)N1CCCN(C(=O)c1ccccc1)c1ccccc1	/	6	-2
Cn1cc(S(=O)(=O)N2CCN(Cc3ccccc3)CC2)c(=O)n(C)c1=O	-7	-1	-9
Cc1csc(=O)n1CCC(=O)N1CCCC1c1nc2ccccc2[nH]1 (stereo unspecified)	-8	-2	-9
COC(=O)[C@@H]1[C@H](C(=O)NCC2COc3ccccc3O2)[C@@H]2C=C[C@H]1C2 (stereo partly specified)	/	-3	-7
Cc1cccc(-n2[nH]c(-c3ccccc3F)c(-c3ccc(NC(=O)Cc4ccccc4)cc3)c2=O)c1	-8	21	-4
CC(c1cc2ccccc2[nH]1)N(C)C(=O)c1cnn2ccn(C)c12 (stereo unspecified)	/	16	2
COCCNC(=O)c1cc(NC(=O)C(Cl)c2ccccc2)ccc1N1CCC(C)CC1 (stereo unspecified)	-4	2	-1
CCc1cc2c(SC(C)C(N)=O)ncnc2s1 (stereo unspecified)	/	4	-4
SMILES	mcGAS inh	NPYLR7 agonist	hcGAS inh
Clc1cccc(Cn2cnnc2-c2ccncc2)c1	/	1	6
CCCCc1ccc(NC(=O)Cn2nc(-c3ccco3)c3sc(C)nc3c2=O)cc1	0	2	9
COCc1c(Cl)cccc1NC(=O)[C@@H]1CCCN1C(C)=O	-7	4	-8
Cc1ccc(/C=N\Nc2nncn2N)cc1	/	-15	-3
COC(=O)C(c1ccc(F)cc1Cl)C1C=CC(NC(=O)c2ccccc2SC(F)F)C1 (stereo unspecified)	-3	9	-5
O=C(c1ccc(OCCCc2cnc[nH]2)cc1)C1CC1	-6	-4	-8
CCN1CCN(c2c(CN(CCOC)C(=O)c3ccccc3OC)c(C)nn2-c2ccccc2)CC1	-2	6	-1
O=C(C1=CCCC1)N1CCC2(CCCN(CCc3ccccc3)C2)C1 (stereo unspecified)	-10	20	-9
CCOc1ccc(C(=O)CCC(=O)N2CCC[C@H]2C(=O)O)cc1C	/	1	-3
Cc1nnc(SCC(=O)N(c2ccccc2)C(C)C)n1-n1cccc1	/	9	-8
COC(=O)CNC(=O)CSc1nnc(NCc2ccc(OC)cc2)s1	-1	2	0
CCCCn1c(=O)[nH]c(=O)c2c1nc(COC(=O)CC1CCCC1)n2CC	-4	6	-6
CCN(CC)c1ccc(/C=C2\SC(=S)N(NC(=O)c3ccc(OC)cc3)C2=O)cc1	/	-1	-8
COC(=O)c1ccc(COC(=O)C(C)NC(=O)c2ccco2)o1 (stereo unspecified)	/	10	-5
CCc1nc2c(OCc3ccc(C(=O)N(C)C)cc3)cccn2c1N(C=O)Cc1ccccc1	-5	-1	-7
N#Cc1cccc(CNC(=O)N(CC2CCCO2)C2CCCC2)c1 (stereo unspecified)	-5	6	-8
CN(C)CCNC(=O)c1coc(CN(Cc2cccc(C(F)(F)F)c2)Cc2ccc(F)cc2F)n1	-1	-10	0
CCN(CC)c1ccc(CN(Cc2ccco2)C(=O)c2ccccc2Cl)c(OS(C)(=O)=O)c1	-5	24	-7
COc1ccc(C2C(C#N)=C3Sc4ccccc4N3C(=N)C2C#N)cc1 (stereo unspecified)	1	-6	0
O=C(CS(=O)(=O)c1ncc(C(F)(F)F)cc1Cl)N1CCCCCCC1	/	9	-7
CCOC(=O)c1cc(-c2cccc(NC(=O)c3ccc4ccccc4n3)c2)n(-c2ccc(OC)cc2)n1	1	6	3
Cc1cc(C2=NNC(=NC3CC3)SC2)c(C)n1CC1CCCO1 (stereo unspecified)	-7	10	-9
COCCCNC(=O)NC(=O)CSc1nnc(Nc2cccc(OC)c2)s1	-1	0	2
CN(Cc1nc(-c2ccc(Cl)cc2)no1)C1CCOC1 (stereo unspecified)	/	2	7
O=c1[nH]cccc1NS(=O)(=O)c1ccc2c(c1)CCC2	/	14	-17
SMILES	mcGAS inh	NPYLR7 agonist	hcGAS inh
Cc1ccc(CN(Cc2ccccc2)C(=O)CN(CCCN2CCOCC2)S(=O)(=O)c2ccc(Br)cc2)o1	-2	/	-1
Cc1ccc(NC(=O)CC(=O)NC(C)CCn2cccn2)cc1Cl (stereo unspecified)	/	8	2
CC(C)N(CCN1C(=O)CSC1c1ccccc1Cl)C(=O)C1CCC1 (stereo unspecified)	-5	5	1
CC(NC(=O)COc1ccc(C(F)(F)F)cc1)c1cccc(F)c1 (stereo unspecified)	/	-4	6
CC(C(=O)NCCn1[nH]c(=O)ccc1=O)N1C[C@@H](C)O[C@@H](C)C1 (stereo partly specified)	/	-6	-5
CC(C)=CC(=O)Nc1ccc2[nH]cc(CCN3CCN(c4cccc(C(F)(F)F)c4)CC3)c2c1	-7	2	-8
O=C(NNS(=O)(=O)c1ccc2ncccc2c1)c1ccccc1F	/	12	-7

Shown with values under each structure: 5 of the compounds above.
Values run as follows: mcGAS inh | NPYLR7 agonist | hcGAS inh
CC(C)N(CCN1C(=O)CSC1c1ccccc1Cl)C(=O)C1CCC1 (stereo unspecified)
  -5 | 5 | 1
CC(NC(=O)COc1ccc(C(F)(F)F)cc1)c1cccc(F)c1 (stereo unspecified)
  / | -4 | 6
CC(C(=O)NCCn1[nH]c(=O)ccc1=O)N1C[C@@H](C)O[C@@H](C)C1 (stereo partly specified)
  / | -6 | -5
CC(C)=CC(=O)Nc1ccc2[nH]cc(CCN3CCN(c4cccc(C(F)(F)F)c4)CC3)c2c1
  -7 | 2 | -8
O=C(NNS(=O)(=O)c1ccc2ncccc2c1)c1ccccc1F
  / | 12 | -7
